iPSC survival up: enhancers of single-cell hiPSC survival, primary screen, ATPlite luminescence; 100% = ROCK inhibitor wells, 0% = DMSO; survival enhancement, % at 20 µM; 360,000 tested, 0.044% active; in the data active means survival enhancement above about 18%;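 further: cells exposed to compounds for 16 hours before the ATP read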
NR2E3 ag-1: NR2E3 agonists in two-hybrid cells, primary screen, cell-based, luminescence, CHO-S, Gal4-NCOR/VP16-NR2E3 | luciferase | AID 602229, 2012 | Photoreceptor-specific nuclear receptor (Homo sapiens), Q9Y5X4 | 360,000 tested, 0.35% active | inhibition of corepressor binding, % at 3.98 µM;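 active means inhibition above the mean of all tested compounds plus 3 SD, cut at about 70% in these data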;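 further: 0% = DMSO with NR2E3 transfected cells and 100% = cells lacking NR2E3 construct; higher means lower luciferase signal from less NR2E3 corepressor binding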
Target sequence (Q9Y5X4 whole entry, looked up, the tested form may be a part): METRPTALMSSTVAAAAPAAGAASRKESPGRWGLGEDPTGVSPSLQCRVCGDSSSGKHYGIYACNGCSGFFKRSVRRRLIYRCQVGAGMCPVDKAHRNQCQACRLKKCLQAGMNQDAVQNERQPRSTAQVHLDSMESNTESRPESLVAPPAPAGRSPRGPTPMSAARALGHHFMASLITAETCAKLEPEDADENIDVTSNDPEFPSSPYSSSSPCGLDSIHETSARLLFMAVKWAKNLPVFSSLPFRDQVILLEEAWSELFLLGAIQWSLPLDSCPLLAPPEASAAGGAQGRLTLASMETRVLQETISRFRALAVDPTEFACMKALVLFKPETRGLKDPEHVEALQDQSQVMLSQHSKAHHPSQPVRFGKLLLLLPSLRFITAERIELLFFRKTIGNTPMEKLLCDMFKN
CF NFkB inh: inhibitors of PAF-induced NF-kB signaling, primary screen, cell-based, GFP fluorescence, uHTS | KKLEB NF-kB-GFP reporter, GFP fluorescence overnight | 360,000 tested, 0.86% active | inhibition, % at 5 µM;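 active means at least 50% inhibition at 5 µM, scaled per plate between neutral and stimulator controls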;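 further: PAF is a Pseudomonas aeruginosa culture filtrate used as stimulus; plate controls were PAF-stimulated DMSO wells for no effect and unstimulated DMSO wells for full effect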
KKLEB cytotox: cytotoxicity in KKLEB CF airway cells, primary screen, cytotoxicity control for CF NF-kB inhibitor project, cell-based, uHTS, fluorescence assay plates; KKLEB CF airway cells viability, ATPlite luminescence, overnight; hits give low values; cells stimulated with P. aeruginosa culture filtrate; activity change (cytotoxicity), % at 5 µM; 360,000 tested, 0.36% active;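 active means corrected activity change at or below -50% at 5 µM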
NR2E3 ag-2: inhibitors of NR2E3-RetCOR corepressor binding, primary screen, NR2E3 agonist project, biochemical, TR-FRET, GST-NR2E3, biotin-RetCOR. Photoreceptor-specific nuclear receptor (Homo sapiens), Q9Y5X4. 320,000 tested, 0.12% active. AID 2300, 2010. 1536-well. inhibition of corepressor binding, % at 4.78 µM;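 active means percent inhibition above the cutoff of mean plus 3 SD of all tested compounds, set per screening campaign, cut at about 20% in these data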;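 further: 0% = DMSO wells and 100% = biotin wells as full block of FRET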
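System: GST-tagged NR2E3 plus biotinylated RetCOR corepressor; Buffer or medium: pH 7.5 Tris-based buffer; Probe or stimulus: RetCOR corepressor, biotinylated, 7 nM; Doses: compound at 4.8 µM, single dose; Schedule: 5 h incubation at 4 °C; Technique: time-resolved FRET; Evaluation: percent inhibition of TR-FRET ratio; Replication: one well per compound, singlicate testing.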
Peg3 prom inh: Peg3 promoter-driven luciferase inhibitors, primary screen, cell-based, HeLa, luciferase luminescence; HeLa PEG-Prom luciferase reporter, overnight; inhibition, % at 20 µM; 360,000 tested, 1.7% active;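 active means inhibition of at least 50% at 20 µM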
MITF TRPM1 inh: inhibitors of MITF-dependent TRPM1 promoter reporter, primary screen, cell-based, SK-MEL-5, single point, luciferase; SK-MEL-5 TRPM1 promoter luciferase, 24 h; inhibition, % at 12.5 µM; 330,000 tested, 0.83% active; AID 488899, 2010;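 active means mean inhibition across replicates of 60% or more, whatever share of single replicates reaches that level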; further: values of inactives mirror those of a sister screen read the other way
TRAIL sens C8: viability loss with TRAIL in NB7+C8 cells, primary screen, TRAIL sensitizer project, cell-based, ATPlite luminescence; inhibition (viability loss, TRAIL sensitization), % at 10 µM; 360,000 tested, 1% active;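 active means compounds causing at least 50% loss of cell viability in the single-dose screen, relative to plate controls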
EBV LMP1 NFkB: EBV LMP1-driven NF-kappaB luciferase reporter inhibitors, primary screen, cell-based, luminescence, single point; 350,000 tested, 0.69% active; inhibition, % at 12.5 µM; LMP1-induced NF-kappaB luciferase reporter cells; in the data active means inhibition above about 41%;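 further: 0% = neutral control wells and 100% = reference inhibitor control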
Shn3 3UTR inh: reduction of Shn3 3'UTR firefly luciferase signal, primary screen, Schnurri-3 inhibitor project, cell-based, Clone20 osteoblasts, set 2; Clone20 osteoblast Shn3 3'UTR firefly luciferase, 24 h; inhibition, % at 12.5 µM; 360,000 tested, 0.52% active;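 active means mean inhibition of at least 75% with every replicate also reaching 75%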;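 further: 0% = median of neutral control wells and 100% = pilot-screen positive control compound; some compounds past the cut are filed as inactive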
HIF-2a block: HIF-2a reporter inhibitors, primary screen, luminescence, 786-0 RCC cells. 786-0 RCC cells HIF-2a reporter, luciferase luminescence, overnight. 360,000 tested, 0.72% active. inhibition, % at 18.8 µM;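 active means inhibition of the luminescence signal of 40% or more relative to plate controls, in a single-dose primary screen at 18.75 µM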
Active calls of the source: *; · = no result given.

SMILES	iPSC survival up	NR2E3 ag-1	CF NFkB inh	KKLEB cytotox	NR2E3 ag-2	Peg3 prom inh	MITF TRPM1 inh	TRAIL sens C8	EBV LMP1 NFkB	Shn3 3UTR inh	HIF-2a block
O=C(OCc1ccccc1)N1CCCCC1c1c(Cl)cccc1Br (stereo unspecified)	2.0	-4	4	0	·	16	·	14	·	0	11
CC(C)c1ccc(NC(=O)Nc2nnc([C@H]3C[C@H](O)[C@@H](CO)O3)s2)cc1	-1.3	-46	-6	-1	·	4	·	11	·	-21	-5
S=c1[nH]nc([C@@H]2C[C@H]2c2ccccc2)n1-c1ccccc1Cl	-0.5	-3	-7	9	-6	6	11	13	0	-10	21
COc1ccccc1C(c1nnnn1C(C)(C)C)N1CCCc2ccccc21 (stereo unspecified)	-2.1	6	-22	-6	1	16	-16	5	-2	8	29
CCCCC(NC(=O)c1ccccc1)C(=O)OCC(=O)N1c2ccccc2Sc2ccccc21 (stereo unspecified)	-2.8	-9	-9	11	2	26	13	2	3	8	13
COc1ccccc1C(=O)N1CCN(c2cccc(Cl)c2)CC1	-0.3	-71	19	1	-1	14	26	0	8	27	9
O=C(CN1C(=O)COc2ccc(S(=O)(=O)N3CCOCC3)cc21)Nc1cccc(Cl)c1	-0.6	10	2	9	1	-1	-1	5	-3	-8	15
N#Cc1ccc(OCC(=O)NCCc2ccc(S(N)(=O)=O)cc2)cc1	0.0	-25	-16	6	-1	11	4	-9	2	-10	9
COc1ccc(N2CCN(S(=O)(=O)c3c(C)[nH]c(C)c3C(=O)N3CCCCC3)CC2)cc1	0.3	-4	-8	23	2	11	1	-9	5	-26	6
Cc1ccc(C(C)(C)NC(=O)C2CCC(=O)N(CC3CCCCC3)C2)cc1 (stereo unspecified)	1.8	-12	-7	2	0	-15	16	-1	-2	-16	-21

4 structures out of the list, arranged by length of the SMILES, lowest first.
SMILES	iPSC survival up	NR2E3 ag-1	CF NFkB inh	KKLEB cytotox	NR2E3 ag-2	Peg3 prom inh	MITF TRPM1 inh	TRAIL sens C8	EBV LMP1 NFkB	Shn3 3UTR inh	HIF-2a block
COc1ccccc1C(c1nnnn1C(C)(C)C)N1CCCc2ccccc21 (stereo unspecified)	-2.1	6	-22	-6	1	16	-16	5	-2	8	29
Cc1ccc(C(C)(C)NC(=O)C2CCC(=O)N(CC3CCCCC3)C2)cc1 (stereo unspecified)	1.8	-12	-7	2	0	-15	16	-1	-2	-16	-21
CCCCC(NC(=O)c1ccccc1)C(=O)OCC(=O)N1c2ccccc2Sc2ccccc21 (stereo unspecified)	-2.8	-9	-9	11	2	26	13	2	3	8	13
COc1ccc(N2CCN(S(=O)(=O)c3c(C)[nH]c(C)c3C(=O)N3CCCCC3)CC2)cc1	0.3	-4	-8	23	2	11	1	-9	5	-26	6

Next results follow.
SMILES	iPSC survival up	NR2E3 ag-1	CF NFkB inh	KKLEB cytotox	NR2E3 ag-2	Peg3 prom inh	MITF TRPM1 inh	TRAIL sens C8	EBV LMP1 NFkB	Shn3 3UTR inh	HIF-2a block
CCOC(=O)Cn1cc(Cn2c3ccccc3c(=O)n2C(C)C)nn1	2.0	-1	-4	2	·	6	·	-5	·	-18	13
CCC(C)NC(=O)CN1C(=O)NC2(CCOc3ccccc32)C1=O (stereo unspecified)	7.5	-12	-14	4	2	2	3	5	1	9	19
COC(=O)C1(CCSC)NC(c2ccc(O)cc2)C2C(=O)N(c3ccc4c(c3)OCCO4)C(=O)C21 (stereo unspecified)	0.4	11	-3	-1	-1	6	3	3	6	-4	11
CC(C)CN(C(=O)COC(=O)CNC(=O)c1sc2ccccc2c1Cl)C1CCS(=O)(=O)C1 (stereo unspecified)	-0.2	6	23	-10	-2	-13	0	-9	1	-10	0
O=C1CC(C(=O)Nc2ccccc2)S/C(=N\NC(=O)c2ccccc2Cl)N1 (stereo unspecified)	-0.7	2	4	-6	0	6	7	-5	3	-5	17
COc1cccc(-c2cnc3c(NC=O)cc(-c4cc(OC)c(OC)c(OC)c4)cn23)c1	-0.6	23	-50	-4	·	32	·	23	·	39	-52
FC(F)(F)Sc1ccc(NC(=S)NCc2ccccc2)cc1	-0.1	-4	46	-28	-2	2	-13	19	10	13	-51
CCOc1ccc(NC(=O)CN(C)Cc2ccc3c(c2)OCO3)cc1S(=O)(=O)N1CCCC1	-1.3	5	25	-11	-2	4	11	-13	8	58	-2
FC(F)Oc1ccc(-c2csc(Cc3nnc4n3CCCCC4)n2)cc1	15	18	-7	8	·	12	5	-4	9	-4	-18
Cc1cc(=O)[nH]c(N/N=C/c2ccc(Cl)c([N+](=O)[O-])c2)n1	0.3	-16	14	13	3	-17	-5	-2	10	-5	-7
Cc1nc(NS(=O)(=O)c2cccc([N+](=O)[O-])c2)sc1C(C)(C)C	-0.4	-4	-4	-1	0	13	-8	2	9	12	19
CCOc1cc(CN2CCCC(N3CCN(c4ccc(F)cc4)CC3)C2)ccc1OC (stereo unspecified)	0.0	5	2	-13	3	3	7	-2	5	1	12
COc1ccc(NC(=O)C2CCN(C(=O)c3cccs3)CC2)cc1OC	-1.8	-22	-12	3	1	9	-4	4	-3	1	10
CC(=O)c1c(C)[nH]c(C(=O)Nc2ccc(C)c(S(=O)(=O)Nc3ccc(C)cc3C)c2)c1C	1.8	14	-29	3	1	26	16	10	5	37	15
COCCNC(=O)c1ccc(S(=O)(=O)N2CCCc3ccccc32)cc1	-0.5	1	8	-7	3	5	3	3	-6	14	19
O=C(c1cc(Cl)cc(Cl)c1)N1CCN(c2cc(C(F)(F)F)nc3ccccc23)CC1	0.1	-3	22	-22	1	-4	-10	3	4	6	12
Cc1ccccc1NC(=O)c1cccnc1	-0.7	4	-17	-6	3	2	-1	-10	2	-1	18
CCCn1c(SCC(=O)Nc2ccc(Cl)cn2)nnc1C1CC1	-0.4	7	2	14	1	16	12	-2	9	1	-18
CC(=O)Nc1c2c(nn1-c1ccc(F)cc1)CSC2	0.3	4	14	-9	1	8	3	-1	-3	2	4
CC1=NN(c2ccccc2)C(=O)/C1=C\c1cn(C)c2ccccc12	1.3	3	-4	-6	-3	-44	2	28	1	3	-46
COc1ccc(/C=C/C(=O)N(C)C2CCS(=O)(=O)C2)cc1 (stereo unspecified)	0.0	-4	21	-13	·	-5	4	9	0	2	2
S=P(c1ccc(N2CCOCC2)cc1N1CCOCC1)(N1CCOCC1)N1CCOCC1	-0.1	7	9	-11	·	11	-3	-8	13	-33	21
COc1ccccc1N/N=C1\COC(C)(C)CC1=O	-0.2	-34	9	-2	-1	-99	-75	11	-19	-45	-154
N#Cc1c(SCC(=O)O)nc(N2CCOCC2)c2c1CCCC2	-0.3	1	4	-2	4	-1	5	-5	-3	2	14
CC(=O)NC(Cc1ccccc1C)C(=O)NC1CCN(C(=O)c2ccc(C)cc2)CC1 (stereo unspecified)	3.2	-18	2	11	2	6	9	-4	1	-22	-1
CC1CC(=O)c2cnc(NCC3CCCO3)nc2C1 (stereo unspecified)	-3.4	-19	-6	10	2	-27	-9	-6	-7	0	-34
COc1ccccc1N1CCN(S(=O)(=O)CCNC(=O)c2cccs2)CC1	0.2	1	-26	8	·	-7	·	-4	4	-2	-2
O=C(NCC(c1cccs1)N1CCOCC1)c1cn(-c2ccccc2)nc1-c1ccc(F)cc1 (stereo unspecified)	0.2	-16	-12	-9	-1	20	1	-4	1	2	1
CCc1noc(C)c1C(=O)OCC(=O)Nc1ccccc1SC	0.5	2	-21	8	·	-2	-1	15	-5	-19	1
COc1cccc(N2C(=O)C(CC(=O)Nc3ccc(F)cc3)N(C3CCCCC3)C2=O)c1 (stereo unspecified)	0.4	-7	-14	6	-2	3	-3	2	-3	6	8
O=C(Nc1nnc(-c2ccccc2)o1)NC1CCCCC1	2.2	2	26	-8	4	-87	25	61*	68*	-35	-122
CCCCCn1ccc(=O)c2c(C(F)(F)F)nccc21	-1.9	9	19	7	1	3	9	27	21	64	-1
CN(C)c1ncnc2c1ncn2C1OC(CO)C(O)C1O (stereo unspecified)	-3.3	22	46	-43	3	28	42	69*	36	96*	52*
Cc1ccc(CCNC(=O)C2CCN(C(=O)c3sccc3-n3cccc3)CC2)cc1	1.8	4	15	-3	-3	2	9	16	-5	4	0
CSc1ccccc1C(=O)NC1CC2CCC1C2 (stereo unspecified)	-2.5	-5	-15	10	1	2	-5	2	0	4	15
COc1ccc2[nH]c(=O)c(CNc3ccccc3C)cc2c1	-0.6	-114	-21	14	-2	-208	-15	-11	-36	-72	-200
CC(=O)c1c(C)[nH]c(C(=O)OCC(=O)Nc2ccc(Cl)cc2[N+](=O)[O-])c1C	2.5	86*	6	-9	-1	3	11	30	23	92*	11
COc1cccc(C(=O)/C=C/Nc2ccc(S(=O)(=O)Nc3ccc(C(C)=O)cc3)cc2)c1	-0.9	-37	-28	-8	5	-15	6	1	-2	-74	-3
CCn1cc(-c2cc(C(=O)O)on2)c(C)n1	-0.6	4	-4	10	6	-1	-6	-6	-1	0	3
CC(=O)c1cc(C(=O)N2CCCC(CCC(=O)N(C)CCc3ccccn3)C2)cs1 (stereo unspecified)	-0.5	-16	1	-2	3	11	-5	5	6	17	0
CCOC(=O)COc1ccc(Cl)cc1C1NC(=O)NC(C)=C1C(C)=O (stereo unspecified)	-2.9	-4	5	-5	0	12	-2	2	3	-6	6
CCCOc1ccc(C(=O)OCC(=O)NCCc2ccc(OCC)c(OCC)c2)cc1OC	0.0	-1	-3	-3	-3	1	7	-5	10	-5	12
COc1cc(C(=O)NC(C)C2CC3CCC2C3)ccc1OC(F)F (stereo unspecified)	-0.3	18	8	5	-1	12	·	7	2	15	8
CC(C)CNC(=O)c1cccc(NC(=O)CSc2ccccc2)c1	-0.4	-2	13	-22	-5	5	9	6	4	-3	7
CCc1cc2c(SCC(=O)NC3CCS(=O)(=O)C3)ncnc2s1 (stereo unspecified)	-0.5	11	6	-6	-3	-8	9	15	0	14	9
CCCCN=C1NN=C(c2cccc([N+](=O)[O-])c2)CS1	4.7	-33	11	10	0	-167	-63	3	-9	-28	-194
O=C(Nc1nnc(-c2ccc(F)cc2)o1)c1ccco1	-1.7	-18	-26	-4	1	-32	-6	14	3	-23	-29
O=C(Nc1ccc(N2CCOCC2)cc1)C1CC(O)CN1S(=O)(=O)c1ccc(Cl)cc1 (stereo unspecified)	1.1	14	4	2	-1	-14	0	4	1	0	-16
CCOC(=O)C1=C(C)N=c2s/c(=C\c3cccn3C)c(=O)n2C1c1cccc(OC)c1OC (stereo unspecified)	-1.3	3	12	-19	-2	6	-1	12	16	16	3
CCOc1nc(SCCOc2ccccc2)nc(N(C)C)n1	-0.4	-6	2	-3	-3	6	-13	-13	3	-1	0

This is a subset (hit frequency here may not be typical).
